Statin myotox sup = protects C2C12 myotubes from simvastatin toxicity | ATP luminescence, 48 h; scaled: DMSO 0, geranylgeraniol control 100 | rescue of ATP level, % at 7.49 µM | hit rate 0.78% among 330,000;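 active = mean ATP rescue above about 67%, or every replicate alone reaching that limit, limit read from the data, passing the limit was not always enough; inconclusive = no clear call, values can overlap the other calls; inactive = mean under the limit and some replicate under it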;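 also: myotubes were challenged with 10 µM simvastatin during compound exposure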
PglD DTNB = inhibitors of Campylobacter jejuni PglD acetyltransferase; purified PglD enzyme, DTNB colorimetric CoA detection; inhibition, % at 12.5 µM; hit rate 0.098% among 360,000; AID 602405; in the data active = inhibition above about 16%, passing the limit was not always enough; inconclusive = no clear call, values can overlap the other calls; also: strong numbers were not always called active
E-selectin induc = E-selectin induction on HUVECs; hit rate 0.37% among 260,000; AID 686992; activation, % at 7.58 µM; HUVEC E-selectin immunofluorescence imaging; normalized: neutral wells 0, TNF-alpha wells 100; P16581;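 active = mean E-selectin-positive cell signal at least 10% of the positive control, reached in at least 60% of replicates, without over 20% cell loss; inconclusive = no rule given, readout overlaps actives, possibly toxicity-flagged; inactive = the rest, including those meeting only one limit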;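 also: in these data hits start at about 27%; measured in HUVEC primary endothelial cells; signal is the percent of cells scored E-selectin positive by PE staining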
Target sequence (P16581 whole entry, looked up): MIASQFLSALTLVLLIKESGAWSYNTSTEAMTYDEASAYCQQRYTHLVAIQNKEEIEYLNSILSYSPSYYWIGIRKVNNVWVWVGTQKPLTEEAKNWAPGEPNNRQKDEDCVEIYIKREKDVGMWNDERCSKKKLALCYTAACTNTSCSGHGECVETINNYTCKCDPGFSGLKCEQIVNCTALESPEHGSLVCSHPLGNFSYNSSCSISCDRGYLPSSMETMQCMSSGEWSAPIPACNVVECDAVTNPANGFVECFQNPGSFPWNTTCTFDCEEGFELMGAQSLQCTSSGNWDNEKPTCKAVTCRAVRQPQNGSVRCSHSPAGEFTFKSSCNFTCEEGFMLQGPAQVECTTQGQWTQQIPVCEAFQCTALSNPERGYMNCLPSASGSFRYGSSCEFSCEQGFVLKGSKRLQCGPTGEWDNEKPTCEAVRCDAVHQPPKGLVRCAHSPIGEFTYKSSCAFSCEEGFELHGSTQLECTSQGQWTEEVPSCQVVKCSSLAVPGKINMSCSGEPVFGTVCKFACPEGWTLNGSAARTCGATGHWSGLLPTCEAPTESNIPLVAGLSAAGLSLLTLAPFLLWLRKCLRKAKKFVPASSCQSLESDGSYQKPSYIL
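Assay system: HUVEC primary endothelial cells. Input: 3,000 HUVEC seeded per well. Doses: one compound dose added by pin transfer. Read-out basis: % PE-positive cells. Benchmarks: TNF-alpha high, DMSO low. Detection: immunofluorescence imaging. Buffer or medium: EGM-2, gelatin.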
S100A4 MyoIIA = blocks human S100A4 binding to myosin IIA peptide; P26447; S100A4/TAMRA-MyoIIA peptide fluorescence polarization; inhibition, % at 10.7 µM; hit rate 0.14% among 360,000; AID 652163;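 active = mean inhibition of at least 70% across replicates, with every replicate also reaching that level; inconclusive = mean inhibition reaches 70% but some replicates fall short; inactive = mean inhibition below 70%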
Target sequence (P26447 whole entry, looked up): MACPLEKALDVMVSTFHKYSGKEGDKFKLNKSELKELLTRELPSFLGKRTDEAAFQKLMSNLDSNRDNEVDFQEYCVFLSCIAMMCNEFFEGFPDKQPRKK
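Material: S100A4 monomer protein / Buffer or medium: 50 mM HEPES pH 7.2, 10 mM CaCl2, 100 mM KCl / Times: 5 min incubation before reading / Benchmarks: neutral control DMSO, positive control TFP / Reagent: labelled myosin peptide probe, 5 nM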
ERp5 block = blocks human ERp5 reductase activity on insulin | AID 651711 | hit rate 0.05% among 350,000 | inhibition, % at 9.99 µM | Q15084 | ERp5 insulin aggregation, absorbance 650 nm, 90 min;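 active = mean replicate inhibition above about 25%, with every replicate also reaching it, limit read from the data, passing the limit was not always enough; inconclusive = only one of those two criteria met; inactive = neither criterion met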
SIRT5 inh = inhibitors of human sirtuin-5 desuccinylase. Q9NXA8. Purified SirT5, succinyl-peptide AMC, trypsin-coupled fluorescence. inhibition, % at 15 µM. hit rate 1.1% among 330,000. AID 652115; in the data active = inhibition above about 15%; inconclusive = no clear call, values can overlap the other calls
Target sequence (Q9NXA8 whole entry, looked up): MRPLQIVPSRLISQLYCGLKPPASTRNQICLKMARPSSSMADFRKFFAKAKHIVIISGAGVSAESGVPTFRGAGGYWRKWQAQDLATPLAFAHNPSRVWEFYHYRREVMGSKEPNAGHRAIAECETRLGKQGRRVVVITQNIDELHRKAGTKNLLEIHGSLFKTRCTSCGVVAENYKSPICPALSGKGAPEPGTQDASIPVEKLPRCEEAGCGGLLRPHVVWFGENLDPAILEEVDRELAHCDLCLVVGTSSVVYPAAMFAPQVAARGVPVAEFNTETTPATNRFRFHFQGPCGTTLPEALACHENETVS
DENV2 CPE rescue = inhibitors of DENV2 cytopathic effect. DENV2-infected cells, cytopathic effect rescue, plate reader. CPE inhibition, % at 9.99 µM. hit rate 1.7% among 350,000; in the data active = CPE inhibition above about 20%, passing the limit was not always enough; inconclusive = no clear call, values can overlap the other calls; tested in BHK-21 cells;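 also: 0% = median of neutral control wells and 100% = median of positive control wells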
* = called active by the depositor; ? = inconclusive; · = not tested or not shown. Only part of the results is shown (hit frequency here may not be typical).

SMILES	Statin myotox sup	PglD DTNB	E-selectin induc	S100A4 MyoIIA	ERp5 block	SIRT5 inh	DENV2 CPE rescue
Cc1ccc(S(=O)(=O)N(C)C[C@H]2Oc3ccc(NC(=O)C4CC4)cc3C(=O)N([C@@H](C)CO)C[C@H]2C)cc1	0	-8	?	·	·	·	·
CC(C)CC1NC(=O)N(CC(=O)Nc2ccc3c(c2)OCCO3)C1=O (stereo not drawn)	-6	0	·	-15	6	0	6
COCc1c(C#N)c(NCCc2ccccc2)nc(C)c1[N+](=O)[O-]	·	·	-2.3	4	-6	0	3
C[C@@H]1CN([C@H](C)CO)C(=O)c2cc(/C=C/c3ccccc3)cnc2O[C@@H]1CN(C)Cc1cncnc1	-5	-1	-0.5	-2	0	-12	5
COc1ccc(N2CCN(C(=O)c3ccc(CS(=O)Cc4ccc(C)cc4)o3)CC2)cc1 (stereo not drawn)	7	2	·	4	-1	-1	7
COc1ccc(-c2ccc([C@H]3[C@@H](CO)N4CCCCN(C(=O)c5ccc6c(c5)OCO6)C[C@@H]34)cc2)cc1	9	-1	-0.1	-5	0	0	12
O=C(O)CSC1CC(=O)N(c2ccc(F)cc2)C1=O (stereo not drawn)	-14	1	-0.1	1	10	0	9
CCOC(=O)N1CCC(NC(=O)CSCc2nc(-c3ccccc3Cl)oc2C)CC1	-12	0	·	3	7	-2	-2
CN1CCC(=C(c2ccc(Cl)cc2)c2ccccn2)CC1	9	3	0.0	2	-1	-6	-1
Cc1ccc(S(=O)(=O)NNC(=O)c2ccc3ccccc3n2)cc1	-3	6	1.9	-2	1	1	-2
CC1(C(=O)Nc2ccc(F)c(Cl)c2)Cc2c(-c3cccc(C(F)(F)F)c3)ccnc2O1 (stereo not drawn)	-2	-3	·	-3	6	-5	-7
NNC(=O)COc1ccc(-c2n[nH]c(C(F)(F)F)c2-c2ccc(Br)cc2)c(O)c1	3	-2	0.0	·	·	·	·
Cc1[nH][nH]c(=O)c1C=NCc1ccc(Cl)cc1	-3	-2	·	-1	1	1	1
CCC(=O)N1CCC2(CC1)CN[C@@H](CO)c1c2c2ccc(OC)cc2n1C	·	·	0.5	0	-5	-1	?
COc1ccc(NC(=O)CSC2=NC(=O)CC(C)=N2)cc1	13	-1	·	-5	-1	·	·
COc1ccc(C(=O)OCC(=O)Nc2ccc3[nH]c(=O)[nH]c3c2)cc1	17	4	0.4	3	3	-2	4
CC(C)(C)CC(=O)Nc1cc(S(=O)(=O)N2CCCCCC2)ccc1Cl	·	·	5.5	2	-5	-2	-5
Cc1ccc(S(=O)(=O)NCCC(=O)OCC(=O)N(Cc2ccccc2)C(C)(C)C)cc1C	-1	-4	·	0	6	-3	-6
CCCS(=O)(=O)c1nc(S(=O)(=O)c2ccc(C)cc2)c(N2CCCC(C)C2)s1 (stereo not drawn)	-82	-7	·	17	3	0	4
CN(C)c1ccc2c(c1)[C@@H]1C[C@H](CC(=O)NCc3ccc(Cl)cc3)O[C@@H](CO)[C@@H]1O2	·	·	-0.7	-17	-1	1	4
CN(C[C@H]1[C@H](c2ccccc2)[C@@H](CO)N1C(=O)C1CC1)C(=O)c1ccccn1	-7	-1	0.0	·	·	·	?
CC(C)(C)c1ccc(C(=O)OCC(=O)NCc2ccco2)cc1	1	-2	·	-2	-1	-2	9
O=C(Nc1ccc(F)cc1)C(c1cc2ccccc2o1)N1CCN(C(=O)c2ccco2)CC1 (stereo not drawn)	·	·	8.2	-2	1	-9	-7
CC(C)c1ccccc1NC(=S)NCc1ccncc1	·	·	·	0	-5	8	-2
COC(=O)N/N=C\c1ccccc1OC/C=C/c1ccccc1	2	1	0.6	-3	-5	2	11
Remaining list, next part.
SMILES	Statin myotox sup	PglD DTNB	E-selectin induc	S100A4 MyoIIA	ERp5 block	SIRT5 inh	DENV2 CPE rescue
CCCn1nc(C(=O)OCC(=O)Nc2cccc(S(N)(=O)=O)c2)c2ccccc2c1=O	3	2	0.9	-13	1	-1	1
O=C(/C=C/c1cccnc1)c1cc(F)ccc1O	·	·	0.1	-19	5	-9	4
CCCc1cc(C(=O)Cc2ccccn2)c(O)cc1O	5	2	0.7	-1	3	0	-5
C/C=C/c1ccc([C@H]2[C@@H](CO)N(C(=O)COC)[C@@H]2CNC(=O)C2CC2)cc1	·	·	0.2	1	-1	9	4
COc1ccc(NC(=O)Nc2ccc3c(c2)C(=O)N([C@H](C)CO)C[C@H](C)[C@@H](CN(C)C(=O)C2CCCCC2)OCCCC[C@@H](C)O3)cc1	-8	3	0.1	-5	1	0	32*
COc1ccccc1NS(=O)(=O)/C=C/c1ccccc1	·	1	·	13	1	-11	-6
COc1ccc(N2CCN(C(=O)CSc3nc4[nH]ncc4c(=O)n3-c3cccc4ccccc34)CC2)cc1	·	·	-3.8	6	3	-3	0
CCOC(=O)[C@H]1[C@H]2COc3ccc(OC)cc3[C@@H]2N2C(=O)c3cc(OC)ccc3NC(=O)[C@@]12C	2	-5	-0.4	5	1	-2	?
O=C(C[C@@H]1C/C=C\C[C@@H](Cc2ccc(F)cc2)C(=O)OC[C@@H]2CCCN2C1=O)N[C@H](CO)Cc1ccccc1	10	-2	-0.1	6	1	3	?
O=C1N[C@@H](Cc2ccccc2)COC(=O)[C@@H](Cc2ccc(F)cc2)CC/C=C/C[C@H]1CC(=O)N(CCO)Cc1ccccc1	-109	-1	-0.3	-5	-2	·	-10
Cc1ccc(NC(=O)c2ccc(Cl)c(S(=O)(=O)N3CCc4ccccc43)c2)nc1	6	4	·	-2	3	-1	1
Cc1nnsc1C(=O)N/N=C/c1ccc(OC(F)(F)F)cc1	2	4	1.4	-4	4	-5	0
COc1cc2ccccc2cc1C(=O)NC(=S)Nc1ccc(C(=O)O)cc1	15	2	1.1	0	1	-2	-3
COCCNC(=O)C[C@@H]1C[C@H]2c3cc(N(C)C)ccc3O[C@H]2[C@H](CO)O1	-4	2	0.6	8	-3	-2	17
COc1ccccc1C1CCN(c2cc(O)ccc2[N+](=O)[O-])CC1	-4	0	·	11	0	·	0
CCn1ccnc1CN(C)Cc1nc(CCC(C)C)no1	·	·	·	2	6	-4	-2
CCC(=O)N1C[C@@H](C)[C@H](OC)CN(C)C(=O)c2cc(NS(C)(=O)=O)ccc2OC[C@@H]1C	5	1	-0.2	2	1	-2	7
O=C1CCCN1CCCNC(=S)Nc1ccccc1	8	2	0.6	4	11	-1	-4
O=C(Nc1cccc(S(=O)(=O)N2CCCCC2)c1)[C@@H]1CCCN1S(=O)(=O)c1ccccc1C(F)(F)F	11	2	·	-1	3	-3	?
COc1cc(C(=S)N2CCOCC2)cc(OC)c1OC	0	-1	·	3	4	2	0
Cc1noc(C)c1NC(=O)Nc1cccc2c1O[C@@H](CN(C)CC1CCCCC1)[C@@H](C)CN([C@@H](C)CO)C2=O	2	4	-8.6	15	4	-1	-10
O=C(Oc1c(CN2CCOCC2)cc(Cl)c2cccnc12)c1ccccc1	5	·	·	-2	-10	-1	2
OCC(Cc1ccc2c(c1)OCO2)C(CO)Cc1ccc2c(c1)OCO2 (stereo not drawn)	2	5	·	1	4	·	-2
C[C@@H]1CN([C@@H](C)CO)C(=O)c2cccc(NC(=O)c3ccc(-c4nccs4)cc3)c2O[C@H]1CN(C)C	8	3	15	10	4	-2	73*
O=C1c2ccccc2C(=O)N1C1CCCCC1	-4	0	-0.5	0	-4	1	3
(next part)
SMILES	Statin myotox sup	PglD DTNB	E-selectin induc	S100A4 MyoIIA	ERp5 block	SIRT5 inh	DENV2 CPE rescue
CCOC(=O)c1nn(-c2ccc(F)cc2)c(=O)cc1OCC(=O)N1CCN(c2ccccc2)CC1	-11	-1	-0.1	-1	2	-2	0
CC(O)CNCc1ccccc1C(F)(F)F (stereo not drawn)	11	-5	-0.4	8	2	-5	1
C#CCOc1nc(C)cc(C)c1S(=O)(=O)c1ccccc1C	·	·	·	-4	-1	-3	?
O=C(CC1SCCNC1=O)Nc1ccc(F)c(Cl)c1 (stereo not drawn)	4	2	2.7	-8	3	-4	2
O=C(CC12CC3CC(CC(C3)C1)C2)Nc1ccc(C(=O)O)cc1	-7	·	-0.2	-1	1	4	11
COc1ccc(S(=O)(=O)Nc2ccc3c(c2)C(=O)N([C@@H](C)CO)C[C@H](C)[C@@H](CN(C)Cc2ccc(C(F)(F)F)cc2)OCCCC[C@H](C)O3)cc1	·	-6	0.4	12	1	17*	-9
CC(C)Cc1c(O)nc(SCC(=O)Nc2ccc3c(c2)CCC3)[nH]c1=O	·	·	·	-2	-9	1	1
Cc1ccc(C)c(-n2cc(CNCCCn3cccn3)c(-c3ccccc3)n2)c1	-23	-10	0.0	-20	-3	-2	6
CCC(C)c1ccc(NC(=O)Nc2cnccn2)cc1 (stereo not drawn)	·	8	·	-2	-4	1	0
COc1ccc(CCNC(=O)c2cc3c(=O)n4cccc(C)c4nc3n(Cc3ccco3)c2=N)cc1OC	-8	-2	·	6	-5	-1	5
Cc1ccc2cc3cc(C(=O)NC4CC4)oc3nc2c1	-17	1	·	12	-22	1	3
COCCn1c(C)cc(C(=O)COC(=O)c2cccnc2SC)c1C	·	·	1.5	1	0	-1	0
C[C@H]1CN([C@@H](C)CO)S(=O)(=O)c2ccc(Br)cc2O[C@@H]1CN(C)C(=O)c1cnccn1	1	0	-0.3	-7	-7	-4	3
C[C@@H]1CN([C@H](C)CO)C(=O)c2cc(C#Cc3cccnc3)cnc2O[C@@H]1CN(C)S(C)(=O)=O	-6	0	-0.1	2	2	-6	-2
Cc1n[nH]c(=S)n1/N=C/c1cccc(OCc2ccccc2)c1	·	·	·	0	-1	1	5
NC(=S)NNC(=O)c1ccccc1Cl	·	·	·	-4	8	-4	-1
COc1ccc(NC(=O)N(C)C[C@H]2Oc3ccc(NS(=O)(=O)c4ccc(F)cc4)cc3CC(=O)N([C@H](C)CO)C[C@@H]2C)cc1	-8	·	-0.2	-5	-5	6	-3
C[C@@H]1NC(=O)N(c2ccc(F)cc2)C1=O	-1	-2	0.4	5	-2	2	-7
Cc1cccc(N=C2NN=C(c3c(C)[nH]c4ccccc34)CS2)c1	-19	4	·	3	0	3	1
CCOC(=O)N1CCC(N2Cc3cccc(C(=O)Nc4c(C)cccc4CC)c3C2=O)CC1	-18	0	0.2	5	9	10	19
O=C(NCc1cccc(C(F)(F)F)c1)c1cccc(S(=O)(=O)N2CCN(Cc3ccccc3)CC2)c1	-36	-1	0.5	-1	-2	-4	-1
CC(C)C#Cc1cnc2c(c1)C(=O)N([C@H](C)CO)C[C@H](C)[C@H](CN(C)C(=O)c1cccnc1)O2	7	7	0.4	-10	-3	-13	-4
COc1ccc(-c2ccc3c(c2)O[C@H](CN(C)C(=O)Nc2ccccc2F)[C@@H](C)CN([C@@H](C)CO)S3(=O)=O)cc1	5	-3	-0.4	6	4	4	5
C=CCNc1nc(S(=O)Cc2ccc(C)cc2)nc2c1CCCC2 (stereo not drawn)	·	·	·	-2	5	0	4
COc1cc(C(=O)NCC2(N3CCCCC3)CCCCC2)ccc1OCC(=O)N1CCOCC1	·	·	·	1	?	3	-2
O=C(Nc1ccc(CN2CCOCC2)cc1)c1ccc(N2CCCC2)c([N+](=O)[O-])c1	·	·	-0.1	6	-3	0	4
CSc1ccc(CN(C)CC(=O)NCCc2ccccc2)cc1	4	1	0.1	-2	2	-1	-5

Three compounds from above, ordered by their value in DENV2 CPE rescue, falling.
| Structure | PglD DTNB | S100A4 MyoIIA | ERp5 block | SIRT5 inh | DENV2 CPE rescue |
| --- | --- | --- | --- | --- | --- |
| O=C(CC12CC3CC(CC(C3)C1)C2)Nc1ccc(C(=O)O)cc1 | · | -1 | 1 | 4 | 11 |
| COc1ccc(-c2ccc3c(c2)O[C@H](CN(C)C(=O)Nc2ccccc2F)[C@@H](C)CN([C@@H](C)CO)S3(=O)=O)cc1 | -3 | 6 | 4 | 4 | 5 |
| O=C(Nc1ccc(CN2CCOCC2)cc1)c1ccc(N2CCCC2)c([N+](=O)[O-])c1 | · | 6 | -3 | 0 | 4 |
